# Screening data from PubChem BioAssay.
# G9a block = blocks human histone lysine methyltransferase G9a; G9a H3K9 monomethylation, AlphaScreen, 2 h; Q96KQ7; AID 504332; Potency, µM (doses to about 102 µM), for the others: at the highest dose activity, negative = inhibition, hits mostly inhibitors; 350,000 compounds, 8.8% hits; also: % is scaled to controls: 0 for no effect and ±100 for the full control effect; nearly all actives have a fitted effect of over 75% in size
#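 Signal arises when biotinylated H3K9 peptide, once monomethylated, bridges streptavidin donor and antibody-captured acceptor beads. Enzyme at 20 nM was preincubated 15 min with test compounds; peptide 500 nM and SAM 20 uM then reacted for 2 h.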
# Anesthetic bind = candidate novel general anesthetic via apoferritin binding; P02791; apoferritin/1-aminoanthracene competitive binding, fluorescence; Potency, µM (titrated, usually from 77.5 µM), for inactives: at the top dose activity change, negative = displacement, hits mostly inhibitors; 350,000 compounds, 0.074% hits; also: % is scaled to controls: 0 for no effect and ±100 for the full control effect; nearly all actives have a fitted effect of over 20% in size
# Target sequence (P02791 2-175 limits assumed): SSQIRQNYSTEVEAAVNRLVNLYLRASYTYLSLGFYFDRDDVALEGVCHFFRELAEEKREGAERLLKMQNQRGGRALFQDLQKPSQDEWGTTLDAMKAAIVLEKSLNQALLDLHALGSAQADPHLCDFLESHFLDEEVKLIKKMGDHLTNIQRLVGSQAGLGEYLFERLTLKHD
#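 In PBS, apoferritin at 10 uM is loaded with 1-AMA from a 50% saturated solution. After 10 min of compound exposure at ambient temperature, reduced 535 nm fluorescence indicates probe displacement.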
# Pol kappa inh = inhibitors of human DNA polymerase kappa; Q9UBT6; purified Pol kappa, fluorescent DNA synthesis assay, 10 min; Potency, µM (highest dose often 107 µM), for the others: top-dose activity, negative = inhibition, actives largely listed as inhibitors; 400,000 compounds, 0.53% hits; also: % is scaled to controls: 0 for no effect and ±100 for the full control effect
#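 Pol kappa 10 nM + cpd, 15 min RT; start w/ substrate 50 nM final; fluorescence kinetic read, 0 and 10 min. Neg ctrl: buffer, no enzyme.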
# POLI inh = blocks human DNA polymerase iota activity | 390,000 compounds, 1% hits | Q9UNA4 | Potency, µM (highest dose often 115 µM), without a hit: at the highest dose activity, negative = inhibition, usual class: inhibitors | Pol iota fluorescent replication assay, 10 min
#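 Pol iota at 10 nM preincubated 15 min with compounds at room temperature; reaction started with fluorescent substrate, 50 nM final. Fluorescence read kinetically at 0 and 10 min; buffer-only wells as negative control.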
# BAZ2B inh = blocks human BAZ2B; Q9UIF8; AlphaScreen BAZ2B-H3K14Ac peptide displacement; Potency, µM (titrated, usually from 114 µM), for inactives: top-dose activity change, negative = inhibition, hits mostly inhibitors; 360,000 compounds, 4.4% hits; also: % is scaled to controls: 0 for no effect and ±100 for the full control effect; nearly all actives have a fitted effect of over 60% in size
#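 Inhibition is scored as reduced AlphaScreen emission. The BAZ2B/b-H3(5-23)K14Ac complex (50 nM each) in PBS pH 7.4, 0.01% Tween-20 meets compound (up to 110 uM) for 30 min at RT before bead addition.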
# POLH inh = blocks human DNA polymerase eta activity; Q9Y253; recombinant Pol eta, fluorescent DNA replication assay; Potency, µM (highest dose often 114 µM), for inactives: top-dose activity change, negative = inhibition, most hits filed as inhibitors; 390,000 compounds, 1.2% hits; also: % is scaled to controls: 0 for no effect and ±100 for the full control effect
# Target sequence (Q9Y253 whole entry, looked up): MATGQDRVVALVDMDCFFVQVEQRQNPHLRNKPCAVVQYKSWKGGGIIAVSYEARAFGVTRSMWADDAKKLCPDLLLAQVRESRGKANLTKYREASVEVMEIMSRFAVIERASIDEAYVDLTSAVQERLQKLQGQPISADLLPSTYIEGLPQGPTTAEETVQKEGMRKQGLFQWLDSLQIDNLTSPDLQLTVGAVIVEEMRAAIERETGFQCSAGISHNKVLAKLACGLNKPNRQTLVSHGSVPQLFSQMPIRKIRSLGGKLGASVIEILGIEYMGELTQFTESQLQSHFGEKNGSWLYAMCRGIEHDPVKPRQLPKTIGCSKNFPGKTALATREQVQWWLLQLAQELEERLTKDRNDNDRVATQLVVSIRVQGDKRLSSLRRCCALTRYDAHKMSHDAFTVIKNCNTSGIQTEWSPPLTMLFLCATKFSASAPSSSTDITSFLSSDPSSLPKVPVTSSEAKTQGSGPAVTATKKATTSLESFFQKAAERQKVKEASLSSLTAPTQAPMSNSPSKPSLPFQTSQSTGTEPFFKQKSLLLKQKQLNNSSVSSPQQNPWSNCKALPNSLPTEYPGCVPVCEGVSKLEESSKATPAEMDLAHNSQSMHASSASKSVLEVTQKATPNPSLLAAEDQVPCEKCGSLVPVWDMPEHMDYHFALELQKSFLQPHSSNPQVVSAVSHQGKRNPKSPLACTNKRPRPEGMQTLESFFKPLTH
#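 Fluorescent replication assay: 50 nM final substrate added after a 15 min room-temperature compound preincubation with 10 nM enzyme. Signal taken at 0 min and again at 10 min.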
# Pol beta inh = inhibitors of human DNA polymerase beta; Pol beta primer extension/strand displacement, fluorescence kinetic; Potency, µM (titrated, usually from 114 µM), without a hit: at the top dose activity change, negative = inhibition, actives largely listed as inhibitors; 340,000 compounds, 1.3% hits; AID 485314; also: % is scaled to controls: 0 for no effect and ±100 for the full control effect
#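 Curves were derived by four-parameter Hill fits of normalized qHTS data. The kinetic fluorescent primer-extension read was taken at 0 and 10 min after 50 nM substrate, following a 15 min room-temperature preincubation of 10 nM enzyme with compounds.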
# BLM inh = inhibitors of human Bloom syndrome helicase BLM; recombinant BLM DNA unwinding, fluorescence dequenching; Potency, µM (titrated, usually from 56.1 µM), for the others: top-dose activity change, negative = inhibition, hits mostly inhibitors; 350,000 compounds, 0.2% hits;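 also: plate controls were vehicle for no effect and no enzyme for full effect; nearly all actives have a fitted effect of over 35% in size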
# APE1 inh = blocks human APE1 abasic DNA cleavage | Potency, µM (top dose mostly 65.8 µM), for inactives: at the highest dose activity change, negative = inhibition, hits mostly inhibitors | AID 2517 | 350,000 compounds, 0.35% hits | recombinant APE1, TAMRA/BHQ-2 abasic DNA cleavage fluorescence;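 also: plate controls were vehicle for no effect and reference inhibitor for full effect; nearly all actives have a fitted effect of over 55% in size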
#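 Activity was derived from the fluorescence gain between first and third kinetic reads (60 s intervals, ex 525/em 598 nm) after 50 nM THF-abasic TAMRA/BHQ-2 duplex was added to 0.75 nM APE1 preincubated 15 min with compound.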
# Active calls of the source: *; ? = inconclusive; / = not tested or not shown; [ ] = remark or other dose. Calls follow the shape of the dose curve; as a rule, active = well fitted curve in the direction sought with a large enough effect; inconclusive = small, poorly fitted or top-dose-only effect, or another doubt; inactive = no such curve, though single readings can be large; an effect the other way counts as inactive or inconclusive. Potency is read from the fitted curve at half-maximal effect. A portion of the library; count on the stated rates, not on these rows.
SMILES,G9a block,Anesthetic bind,Pol kappa inh,POLI inh,BAZ2B inh,POLH inh,Pol beta inh,BLM inh,APE1 inh
O=C(CN(Cc1cccs1)C(=O)CNS(=O)(=O)c1ccc(F)cc1)NCC1CCCO1 (stereo unspecified),-3%,-3%,5%,66%[activator],-5%,-18%,14%,2%,-5%
O=S(=O)(Nc1cc(Cl)ccc1-n1cncn1)c1cc(Br)ccc1Br,24%[2.33 µM],/,2%,?,?,-21%,/,/,-2%
CN(CCN(C)C(C)(C)C)C(=O)C(c1ccccc1)c1ccccc1,?,25%,1%,?,?,-16%,13%,2%,-3%
Cc1[nH]nc2c1C(Cc1ccccc1)C(C#N)=C(N)O2 (stereo unspecified),-33%,-6%,-14%,?,-5%,-7%,17%,1%,-7%
CCOc1ccc(CN2CCC(=O)NC2=O)cc1,12%,-5%,-4%,23%,-6%,-14%,12%,-5%,2%
C[C@H](NC(=O)[C@H]1N2C(=O)c3ccccc3C2SC1(C)C)C(=O)NCC1CCCO1 (stereo partly specified),14%,-7%,16%,-4%,0%,-13%,1%,0%,31%
COc1ccccc1N1CCN(C(=O)c2c3c(nc4ccccc24)C(=O)N(C2CCCCC2)C3)CC1,0%[59 µM],-18%,0%,2%,-3%,-25%,-10%,0%,/
COc1ccc(C(=O)Oc2ccc(/C=N/NC(=O)Cc3ccc([N+](=O)[O-])cc3)cc2)cc1,-13%[59 µM],-6%,2%,2%,-38%,-14%,-1%,-7%,-2%
COc1c(Cl)cc(-c2noc(C)c2C(=O)NCc2ccccc2)cc1Cl,11%,-7%,-1%,-9%,-1%,-19%,41%,-1%,4%
CCc1nnc(SCC(=O)N2CCCc3ccccc32)nc1CC,18%[12.7 µM],7%,-8%,-1%,-5%,1%,?,1%,-1%
FC(F)(F)c1nc(-c2cccnc2)ncc1-c1nnnn1-c1ccccc1,-4%[12.7 µM],?,-16%,20%,-9%,6%,21%,-5%,1%
COc1ccccc1-c1cncnc1N1CCN(C)CC1,-39%[0.501 µM],/,6%[60.1 µM],/,/,/,/,0%,0%
O=C(NCc1ccccn1)Nc1ccccc1F,/,-6%,4%,73%[activator],-6%,-12%,42%,-4%,8%
O=C(NCCN1C(=O)S/C(=C\c2ccc(F)cc2)C1=O)c1cccc(S(=O)(=O)N2CCOCC2)c1,-1%[59 µM],-11%,-17%,-7%,-5%,-15%,7%,-4%,9%
CC1CCN(S(=O)(=O)c2cc(C(=O)NCc3ccccc3)n(C)c2)CC1,7%[59 µM],-19%,5%[60.1 µM],-7%,-1%,-15%,-24%,0%,/

# Entries above containing two or more sulfur atoms, in the order listed:
SMILES,G9a block,Anesthetic bind,Pol kappa inh,POLI inh,BAZ2B inh,POLH inh,Pol beta inh,BLM inh,APE1 inh
O=C(CN(Cc1cccs1)C(=O)CNS(=O)(=O)c1ccc(F)cc1)NCC1CCCO1 (stereo unspecified),-3%,-3%,5%,66%[activator],-5%,-18%,14%,2%,-5%
O=C(NCCN1C(=O)S/C(=C\c2ccc(F)cc2)C1=O)c1cccc(S(=O)(=O)N2CCOCC2)c1,-1%[59 µM],-11%,-17%,-7%,-5%,-15%,7%,-4%,9%

# The main list resumes with the 2 entries that preceded the break.
SMILES,G9a block,Anesthetic bind,Pol kappa inh,POLI inh,BAZ2B inh,POLH inh,Pol beta inh,BLM inh,APE1 inh
O=C(NCCN1C(=O)S/C(=C\c2ccc(F)cc2)C1=O)c1cccc(S(=O)(=O)N2CCOCC2)c1,-1%[59 µM],-11%,-17%,-7%,-5%,-15%,7%,-4%,9%
CC1CCN(S(=O)(=O)c2cc(C(=O)NCc3ccccc3)n(C)c2)CC1,7%[59 µM],-19%,5%[60.1 µM],-7%,-1%,-15%,-24%,0%,/
CC[C@@H]1C=C(C(=O)O)[C@H](c2ccc(F)cc2)N1S(=O)(=O)c1ccc(C)cc1,/,/,-17%,-29%,/,-8%,/,/,6%
CCCCN(CC)S(=O)(=O)c1ccc(C(=O)Nc2nnc(-c3ccccc3Cl)o2)cc1,12%,-3%,/,/,-4%,/,-9%,-3%,2%
c1coc(Cn2nnnc2CN2CCN(C3CCCCC3)CC2)c1,-4%,-8%,-7%,15%,-2%,-3%,15%,-1%,6%
CCOC(=O)C(C)Sc1nc(-c2ccccc2Cl)cc(-c2ccccc2)c1C#N (stereo unspecified),14%[59 µM],-6%,2%,25%,10%,-21%,4%,-9%,/
CCCCn1c(N)c(N(CCC(C)C)C(=O)COC(=O)c2cccnc2SC)c(=O)[nH]c1=O,-29%,/,1%,6%,9%,-3%,/,/,12%
CCn1nc(C(C)C)cc1C(=O)N1CCCC(CO)(Cc2ccc(F)cc2F)C1 (stereo unspecified),/,5%,6%,-5%,-8%,-17%,3%,-4%,2%
O=C(CC1C(=O)NCCN1CCCc1ccccc1)NCCc1ccccc1Cl (stereo unspecified),?,?,0%,6%,-28%,-8%,-20%,0%,62%[activator]
Cc1cc(=O)oc2cc(OCC(=O)NCCCN3CCCC3=O)c(Cl)cc12,29%,-5%,4%,3%,-21%,3%,5%,-6%,83%[activator]
CC(=O)/C(=C\c1ccccc1)CC(=O)O,/,-4%,-2%[60.1 µM],/,/,/,/,4%,0%
CCCSc1nc2c(c(=O)[nH]c(=O)n2C)n1C,-1%[59 µM],-5%,-8%,-9%,-2%,-2%,-2%,-10%,16%
Cc1ccc(OCCn2c(CCNC(=O)C3CCCCC3)nc3ccccc32)cc1,22%[59 µM],6%,-3%,-1%,0%,/,-4%,-4%,/
Cc1cc2c3c(c1C)C(=O)C(=O)N3C(C)(C)CC2C (stereo unspecified),?,-12%,5%,42%[activator],?,-12%,14%,-2%,2%
COc1cccc(C(=O)n2c(SC)nc3cc4c(cc32)OCCO4)c1,28%[12.7 µM],-18%,2%,7%,1%,-18%,0%,1%,-1%
CN(C)CCn1c(=S)[nH]c2ncccc2c1=O,28µM*,-2%,-7%,54%[activator],-35%,-12%,13%,3%,-7%
O=C(CSc1ncc(S(=O)(=O)c2ccc(Br)cc2)c(=O)[nH]1)NCc1ccccc1Cl,0%[59 µM],-7%,-13%,-5%,-1%,-17%,-2%,-3%,/
Cc1noc(C)c1S(=O)(=O)N1CCC(C(=O)NCCC2=CCCCC2)CC1,22%[12.7 µM],-8%,-19%,0%,9%,6%,2%,-10%,0%
O=C(Nc1cccc(F)c1)N1CCC2(CC1)CCN(C(=O)c1cnccn1)CC2,-4%[12.7 µM],/,4%[60.1 µM],/,/,/,/,-1%,-7%
COc1ccccc1CNC(=O)C1CCN(S(=O)(=O)c2ccc3nc4c(c(C(=O)O)c3c2)CCCC4)CC1,/,-3%,-26%,79µM*,-14%,?,-24%,-7%,-8%
CC1=C(C(=O)N(C)C)C(c2ccccc2OC(F)F)NC(=O)N1 (stereo unspecified),-31%,-5%,6%,-4%,-18%,-1%,-1%,-5%,5%
CC(C)(C)n1ncc2c(=O)n(CC(=O)N3CCN(c4ccccc4)CC3)cnc21,-11%[59 µM],-18%,-14%,-3%,3%,3%,33%,-1%,1%
N#Cc1nc(COc2ccccc2Cl)oc1NCc1ccco1,4%[12.7 µM],?,-11%,-16%,?,-13%,9%,-9%,-10%
O=C(CCNC(=O)c1ccco1)NCCc1c[nH]c2ccccc12,/,/,-5%,94%[activator],/,-15%,/,/,36%
COc1ccc(-n2c(=O)c3ccccc3c3ccccc3c2=O)c(OC)c1,10µM*,-2%,-18%,5%,-8%,-20%,28%,-1%,-1%
N=c1c2ccccc2nnn1-c1cccc(C(F)(F)F)c1,-22%,-9%,0%,-3%,-27%,-17%,-7%,-10%,-7%
Cc1cc(C)c2oc(-c3cccc(NC(=O)c4ccco4)c3)nc2c1,-46%[59 µM],46%[activator],-13%,?,-2%,-9%,0%,-9%,/
COc1cc2c(cc1OC)CN(CC(=O)NC(=O)NC1CCCCC1)CC2,?,-5%,-9%,138%[activator],29%,-11%,14%,1%,9%
COc1ccc(-c2[nH]ncc2CN2CCC(c3ccncc3)CC2)cc1F,-45%,-9%,2%,45%[activator],-17%,-6%,-4%,5%,-3%
O=C(Cn1nc(-c2ccccc2)ccc1=O)Nc1ccc(N2CCN(C(=O)c3cccs3)CC2)cc1,?,-22%,-7%,17%,-33%,-12%,-2%,-6%,-4%
CN(C)c1nc(-c2ccccc2)c2cc(Cl)ccc2n1,13%,-3%,-21%,-10%,49%[activator],-6%,16%,-5%,46%[activator]
Cn1nccc1C(=O)N1CCc2ccccc21,27%[59 µM],-2%,3%,19%,13%,2%,-1%,4%,2%
COC(=O)c1cccc(NS(=O)(=O)c2cccs2)c1C,11%[59 µM],-23%,3%,11%,2%,9%,19%,-1%,6%
CC(=O)Nc1ccc(NC(=O)CSc2ncc(C(=O)Nc3ccc(Cl)cc3)c(=O)n2C)cc1,1%,/,2%,26%,-5%,-25%,/,/,-6%
C=CCc1ccc(OCCOc2cccc3cccnc23)c(OC)c1,-12%,-4%,-14%,11%,-37%,-17%,5%,-3%,-7%
CCn1c(SCC(=O)Nc2cccc(F)c2)nnc1-c1cc2cc(Br)ccc2o1,?,-13%,-19%,-4%,-7%,?,-15%,-9%,-6%
Cc1nn(Cc2ccc(C(=O)NC(C)(C)C)o2)c(C)c1Br,?,-17%,-8%,10%,-5%,-2%,14%,-3%,10%
COC(=O)c1ccc(NC(=O)CSc2nnc3c4ccccc4n(C(C)C)c3n2)cc1,-31%[59 µM],-10%,-6%,?,-14%,-3%,7%,2%,/
CCC(C(=O)N1CC2(C)CC1CC(C)(C)C2)N1C(=O)c2ccccc2C1=O (stereo unspecified),18%[59 µM],?,-10%,-6%,7%,-2%,13%,-4%,-8%
COC(=O)c1cc2oc3ccccc3c2n1CC(=O)Nc1cccc(SC)c1,0%[59 µM],10%,-4%,-19%,0%,2%,-20%,-2%,/
Cc1c(Cc2ccc3c(c2)OCO3)sc(NC(=O)c2cccc3ccccc23)c1C(N)=O,7.1µM*,45%[activator],-7%,11%,?,-18%,-1%,-13%,-2%
CCc1ccc(NC(=O)C(C)OC(=O)C2CCC(=O)N2)cc1 (stereo unspecified),37%,-1%,8%,22%,-9%,-4%,3%,2%,18%
COc1ccc(NC(=O)CN(C)C(=O)c2cccnc2Sc2ccc(C)c(C)c2)cc1,-17%,/,-4%,21%,1%,-2%,/,/,0%
